# Source: PubChem
# PrPC surface inh = inhibitors of human cell surface prion protein PrPC. 0.43% of 370,000 active. TR-FRET read-out. inhibition, % at 13.8 µM; in the data active = inhibition above about 24%; also: 0% = median of the test wells and 100% = reference compound wells
# MazF activator = activators of E. coli MazEF toxin-antitoxin RNase; activation, % at 20 µM; 0.32% of 350,000 active; FAM/BHQ RNA-DNA oligo cleavage fluorescence, 5 h; AID 504720; in the data active = activation above about 50%
# Target sequence (P0AE70 whole entry, looked up): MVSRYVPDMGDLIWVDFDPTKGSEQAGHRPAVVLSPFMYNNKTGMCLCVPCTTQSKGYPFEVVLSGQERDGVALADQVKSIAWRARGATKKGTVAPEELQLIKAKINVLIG
# PriA SSB inh = K. pneumoniae PriA-SSBct interaction inhibition; AlphaScreen SSBct-PriA binding, biotinylated peptide; inhibition, % at 33 µM; 0.6% of 430,000 active; in the data active = inhibition mostly above about 37%, no sharp cut-off; inactive = mostly below about 20%;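 also: plate controls were negative control peptide for no effect and reference peptide for full effect; strong numbers were not always called active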
# SARS 3CLpro inh = SARS-CoV 3CLpro protease inhibition; recombinant SARS-CoV 3CLpro, quenched FRET peptide cleavage; inhibition, % at 6 µM; 0.14% of 290,000 active; in the data active = inhibition above about 12%
# TcdB GH inh = inhibitors of Clostridioides difficile toxin B glycohydrolase; TcdB glycohydrolase enzymatic assay, plate reader; inhibition, % at 9.99 µM; 0.24% of 350,000 active; AID 652162; in the data active = inhibition above about 10%
# Rv3671c protease = inhibitors of M. tuberculosis serine protease Rv3671c | inhibition, % at 5.96 µM | 0.048% of 320,000 active | AID 2606; in the data active = inhibition above about 38%;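 also: extracellular domain of Rv3671c used as enzyme; 0% = enzyme with DMSO and 100% = no enzyme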
# Target sequence (P9WHR9 whole entry, looked up, the tested form may be a part): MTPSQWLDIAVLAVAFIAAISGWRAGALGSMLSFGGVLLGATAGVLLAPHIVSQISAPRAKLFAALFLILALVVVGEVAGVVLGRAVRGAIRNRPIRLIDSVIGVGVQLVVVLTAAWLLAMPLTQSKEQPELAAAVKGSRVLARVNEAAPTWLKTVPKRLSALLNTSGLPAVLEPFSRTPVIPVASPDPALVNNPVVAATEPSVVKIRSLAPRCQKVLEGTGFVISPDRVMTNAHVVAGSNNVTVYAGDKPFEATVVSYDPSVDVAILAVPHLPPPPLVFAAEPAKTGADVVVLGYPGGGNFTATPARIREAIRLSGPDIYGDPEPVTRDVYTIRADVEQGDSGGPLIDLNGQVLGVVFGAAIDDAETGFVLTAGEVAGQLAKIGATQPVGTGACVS
# VHR inh abs = blocks human VHR1 dual specificity phosphatase; inhibition, % at 13.3 µM; recombinant VHR phosphatase, pNPP absorbance; 0.52% of 290,000 active; in the data active = inhibition above about 50%; also: some compounds called inactive have numbers as strong as hits
# Target sequence (P51452 whole entry, looked up): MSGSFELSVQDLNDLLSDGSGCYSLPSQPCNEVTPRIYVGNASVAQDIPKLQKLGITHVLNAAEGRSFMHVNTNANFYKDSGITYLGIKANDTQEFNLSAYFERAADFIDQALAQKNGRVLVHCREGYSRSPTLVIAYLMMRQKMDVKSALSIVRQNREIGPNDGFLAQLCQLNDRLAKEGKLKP
# Yp Topo-I inh = blocks Yersinia pestis topoisomerase I activity; Y. pestis Topo-I cleavage product accumulation, plate reader; activity, % at 10 µM; 0.064% of 360,000 active; in the data active = activity above about 50%, passing the limit was not always enough; also: inactives centre near 2
# BH1578 lux ind = inducers of Vibrio cholerae quorum light production without autoinducers. V. cholerae BH1578 lux reporter, luminescence, 6 h. activation, % at 18.7 µM. 0.16% of 350,000 active. AID 588436; in the data active = activation mostly above about 9.7%, no sharp cut-off; also: not every result past the cut was called active; inactives centre near 0; reference of the scale not given here
# CCHF vOTU inh = CCHFV vOTU protease inhibition | inhibition, % at 11.5 µM | 0.55% of 370,000 active | Pep-AMC fluorescence; in the data active = inhibition above about 30%; also: 0% = vehicle wells with enzyme and 100% = no enzyme wells
# * hit, by the source's call; i = inactive; / = not tested or not shown; & = joins results of further samples. Not all compounds are listed; rates above refer to the full screens.
compound,PrPC surface inh,MazF activator,PriA SSB inh,SARS 3CLpro inh,TcdB GH inh,Rv3671c protease,VHR inh abs,Yp Topo-I inh,BH1578 lux ind,CCHF vOTU inh
CCC(=O)Nc1cc2nn(-c3ccccc3)nc2cc1Cl,-1,-2,-9,-2,/,-5,3,4,7.1,1
O=C(c1ccco1)N1CCN(c2ccnc3cc(Cl)ccc23)CC1,-7,5,-18,2,1.6,-4,39,17,-0.2,11
CCNC(=O)C1(C)CCCN(C(=O)c2cc(C)nn2C(C)(C)C)C1 (stereo not given),-6,/,/,/,0.0,/,/,2,-0.5,1
Cc1cc(C)n(Cc2ccc(F)cc2)c(=O)c1C#N,/,1,-4,-4,-1.3,-8,-1,3,-0.2,/
COc1ccccc1CN1CCC(n2nccc2NC(=O)CCc2ccccc2)CC1,-3,3,7,-3,0.6,3,-4,3,i,-11
CCOc1ccc(NC(=O)CC2Nc3ccccc3NC2=O)cc1 (stereo not given),1,-5,-23,2,1.6,-5,-3,-5,i,-8
COc1ccc(/C=C/C(=O)O)cc1S(=O)(=O)N1CCCCC1,4,1,-5,0,0.5,2,-11,-5,-0.9,-11
Clc1ccc(-c2cn(-c3ccccc3)c3[n+]2CCS3)cc1,5,2,-12,4,2.1,-9,25,-4,-0.1,5
COc1ccc(-n2c(SCC(=O)NCc3ccco3)nnc2-c2c[nH]c3ccccc23)cc1,-2,12,16,-3,1.3,-3,24,9,-1.5,-4
CC(C)c1ccc(-n2nnnc2SCC(=O)NC2CC2)cc1,5,-3,-11,/,2.5,-2,/,2,-1.3,-2
CC(=O)Nc1c(Br)cc2c(c1Br)Cc1cc(Br)ccc1-2,-2,-27,-1,/,1.1,/,/,13,i,9
CCN1C[C@@H]2[C@@H]3C(=O)N(C)C(=O)[C@@H]3[C@](Cc3ccccc3)(C1=O)N2C(=O)c1ccccc1,5,-9,0,/,-1.3,/,/,1,-0.9,1
CC(C)(C)NC(=O)NC(=O)CN1CCCCCCC1,-4,1,5,1,0.3,-4,18,9,0.4,-6
COc1ccc(Cl)cc1NC(=O)C(C)N(C)Cc1cccc(Cl)c1Cl (stereo not given),-4,-15,-14,-5,0.2,2,18,5,i,-7
CCOc1ccccc1NC(=O)CCS(=O)(=O)c1cccs1,-1,-4,-9,-1,1.1,3,21,-2,-0.9,5
COC(=O)C1=C(c2ccc(OCc3ccccc3)cc2)C[C@@H]2CC[C@H]1N2C(=O)NCc1ccc2[nH]ccc2c1,0,-1,/,/,1.6,/,/,18,-0.5,6
Cc1cc(C(=O)OCC(=O)NCCc2ccccc2)c2ccccc2n1,-3,0,-1,/,1.7,3,/,19,0.1,5
O=C(COC(=O)c1cc(Cl)ccc1[N+](=O)[O-])Nc1cccc2ccccc12,-6,12,33,2,-0.4,-6,-4,-4,-0.3,-11
CC1CCc2c(sc3nc4n(c(=O)c23)CCS4)C1 (stereo not given),-2,6,-6,-2,/,-12,23,5,i,-1
COc1ccccc1OCc1nc(C#N)c(N2CC(C)CC(C)C2)o1 (stereo not given),5,6,8,3,1.7,-1,15,32,-0.1,14
COCCN(C(=O)COc1ccc(Cl)cc1)c1nnc(-c2cccnc2)s1,12,-8,-13,5,/,10,18,0,2.4,-6
CCCCOCCCNS(=O)(=O)Cc1ccccc1,-6,-22,-5,4,/,0,15,3,i,3
Cc1cc(OCC(=O)Nc2c(C(C)C)cccc2C(C)C)no1,3,2,/,/,0.3,/,/,6,-4.0,8
CCOC(=O)c1sc(NC(=O)CSc2nnc(-c3ccc(OC)cc3)n2CCOC)nc1C,-1,-4,-13,0,/,13,-13,11,5.3,-4
CC(C)C1(C)C(=O)N=C2c3ccccc3C(=O)N21 (stereo not given),2,8,-12,4,/,7,10,7,-0.3,6
Cc1nnnn1CC(=O)Nc1ccccc1[N+](=O)[O-],-9,4,-9,2,/,6,-3,5,-0.3,-5
COc1ccc(CNC(=O)Cn2ccc(N)nc2=O)cc1,1,0,-3,/,-0.1,-7,/,2,0.8,-3
COc1ccc(CC(=O)OCC(=O)NC2CCCCC2)cc1OC,6,7,-5,/,0.1,-2,/,-4,i,8
COc1ccc(CCNC(=O)c2cccc(NC3=NC4CS(=O)(=O)CC4S3)c2)c(OC)c1 (stereo not given),0,-3,-4,-4,-2.7,5,45,-3,-0.2,10
Cc1ccc(-c2nn(-c3cccc(F)c3)cc2CN2CCN(c3ccccn3)CC2)o1,-11,-8,12,2,0.4,8,44,4,i,4
COc1cccc(C2=CC(c3cccs3)n3nnnc3N2)c1 (stereo not given),3,3,-2,6,/,-8,5,-10,i,-12
O=C(CCC1CCCC1)Nc1cccn(Cc2ccccc2Br)c1=O,6,-5,-24,0,-0.7,-6,19,32,-0.4,8
O=C(N/N=C/c1cccc([N+](=O)[O-])c1)c1ccc(CN2CCOCC2)cc1,-32,6,/,1,0.3,-1,10,-4,i,5
COc1ccc(-c2cc(C)no2)cc1S(=O)(=O)N(C)c1ccc(C)c(C)c1,2,-5,-7,5,1.3,-15,-2,41,-0.2,16
CCc1ccc2[nH]c(=O)c(CN(CC3CCCO3)C(=S)NCc3ccco3)cc2c1 (stereo not given),8,6,7,9,0.3,7,24,7,5.3,-12
O=C(/C=C/c1ccc(F)cc1)NC(=S)NC1CCCCC1,-1,3,-7,7,-0.2,2,5,10,-2.0,9
Cc1ccc(C(=O)CCC(=O)OCC(=O)Nc2ccc3[nH]c(=O)[nH]c3c2)cc1,-4,-14,2,/,0.9,0,/,-12,-0.3,3
Cc1cc(NC(=O)c2c([N+](=O)[O-])c(C)nn2C)no1,-2,0,-2,3,/,-5,33,-2,-0.5,7
O=C(Nc1cccc2ncccc12)c1cccc(Br)c1,6,-1,-9,-1,3.1,/,13,1,i,-2
CC(=O)c1ccc(Nc2cc(C)nc3c(C)cccc23)cc1,5,6,-3,1,2.9,-5,0,-6,-0.3,4

# Some of the entries so far, with values under each structure:
# Each structure is followed by: PrPC surface inh	MazF activator	PriA SSB inh	SARS 3CLpro inh	TcdB GH inh	Rv3671c protease	VHR inh abs	Yp Topo-I inh	BH1578 lux ind	CCHF vOTU inh
CC(=O)c1ccc(Nc2cc(C)nc3c(C)cccc23)cc1
  5	6	-3	1	2.9	-5	0	-6	-0.3	4
CCc1ccc2[nH]c(=O)c(CN(CC3CCCO3)C(=S)NCc3ccco3)cc2c1 (stereo not given)
  8	6	7	9	0.3	7	24	7	5.3	-12
O=C(N/N=C/c1cccc([N+](=O)[O-])c1)c1ccc(CN2CCOCC2)cc1
  -32	6	/	1	0.3	-1	10	-4	i	5
O=C(CCC1CCCC1)Nc1cccn(Cc2ccccc2Br)c1=O
  6	-5	-24	0	-0.7	-6	19	32	-0.4	8
Cc1cc(NC(=O)c2c([N+](=O)[O-])c(C)nn2C)no1
  -2	0	-2	3	/	-5	33	-2	-0.5	7

# New compounds follow
compound,PrPC surface inh,MazF activator,PriA SSB inh,SARS 3CLpro inh,TcdB GH inh,Rv3671c protease,VHR inh abs,Yp Topo-I inh,BH1578 lux ind,CCHF vOTU inh
COc1cc(NC(=O)N[C@@H](CCSC)C(=O)O)cc(OC)c1,7,5,0,-4,-0.3,6,-10,3,-0.2,-10
O=C(NCCN1C(=O)CSC1=O)C1CC(=O)N(c2ccccc2)C1 (stereo not given),0,1,-9,6,/,-2,23,-5,-0.3,3
Cc1ccc(S(=O)(=O)NCC(=O)Nc2ccc3c(c2)OCCO3)cc1,-2,5,7,-2,0.1,-17,17,1,-0.3,-11
CN(C)S(=O)(=O)c1ccc(N2CCCC2)c(C(=O)Nc2nccs2)c1,52*,5,6,/,0.6,2,/,7,i,-1
CCN(CC)S(=O)(=O)c1ccc(N2CCN(CCOc3ccc(OC)cc3)CC2)nc1,-6,-2,0,1,1.4,1,11,28,-0.3,16
COC(=O)c1ccc(NC(=O)CSCC(=O)OCC(=O)c2ccc(Br)cc2)cc1,4,2,1,1,/,-5,18,-2,i,-5
CC(=O)NC1=NN(C(C)=O)C(C)(CCS(=O)(=O)c2ccc(Br)cc2)S1 (stereo not given),8,5,2,0,1.7,-3,23,2,-0.3,-19
NC(=O)C1CCN(c2nc(-c3ccccc3Br)cs2)CC1,3,2,-11,/,1.9,4,/,/,/,-3
O=C(NCc1cccc(F)c1)C1CCC(=O)N(C2CCCC2)C1 (stereo not given),0,7,4,-1,-2.5,1,-20,-5,-5.9,6
CC(=O)N1CCN(Cc2nc3cc([N+](=O)[O-])ccc3n2C)CC1,-13,5,2,4,0.2,1,11,5,-0.6,-10
COc1ccc(-c2nnc(SCC(=O)Nc3ncc(C(F)(F)F)cc3Cl)n2CC(C)C)cc1,-6,1,-7,-3,/,-4,0,31,-0.5,14
Cc1ccc(S(=O)(=O)N(Cc2ccccc2)C(C)C)cc1,10,-2,-44,7,0.6,-6,-3,24,i,9
O=C(c1ccco1)N1CCN(c2nnc(-c3ccccc3)c3ccccc23)CC1,-5,-4,0,-1,/,4,12,29,-0.2,6
COc1ccc(C(=O)N(C)C2CCCc3ccccc32)cc1OC1CCN(C(C)C)CC1 (stereo not given),1,7,-1,-4,0.9,-2,14,3,i,-2
O=C(c1ccc(Cl)c(S(=O)(=O)N2CCOCC2)c1)N1CCN(c2ccccc2F)CC1,-4,2,-18,4,-2.0,4,11,28,-0.4,-4
CCN(C(=O)Cc1cccs1)c1nnc(-c2cccnc2)s1,4,-6,-14,5,0.3,2,13,-8,-0.2,7
CCOCc1c(C(=O)NC2=Nc3ccccc3NC(CC)=C2C(=O)OCC)oc2ccccc12,4,-7,-12,2,-2.0,-3,0,23,-0.3,2
COc1cccc(CNc2ccc(S(=O)(=O)N3CCN(C)CC3)cn2)c1,-7,4,-10,/,-0.4,-10,/,-3,i,-7
COc1ccc(CCNC(=O)c2[nH]c(C)c(C(C)=O)c2C)cc1OC,14,4,1,1,/,-1,-2,-2,-0.2,13
COc1ccc(CCC(=O)Nc2nnc(C(F)(F)F)s2)cc1,1,0,-12,5,0.7,-6,-2,-4,0.5,6
CCOC(=O)C1CCN(CC(=O)c2ccc(O)c(C)c2O)CC1,0,-6,-6&-1,4,0.7,-4,4,-1,-0.2,-1
CC(CCN(C)C)OC(=O)c1ccc(C(C)c2ccccc2)o1 (stereo not given),-6,2,-5,-4,0.8,-1,8,-4,-7.1,-2
CC(NC(=O)c1ccc(Cl)c(S(=O)(=O)N2CCCCCC2)c1)c1cccnc1 (stereo not given),1,-1,3,/,1.1,10,/,24,6.2,-3
O=C(NC1CCCCCC1)C(=O)NC1CCCC1,-3,3,-29,1,/,-3,-1,-1,-0.3,-1
C/C(=N\NC(=O)C(c1ccccc1)c1ccccc1)c1ccccn1,1,-7,/,1,/,2,24,3,i,-6
CCC(C)NC(=O)CSC1=Nc2ccccc2C2=NC(CC(=O)NCc3ccc(F)cc3)C(=O)N12 (stereo not given),7,-3,-7,-6,/,-12,25,-2,-4.0,-25
Cc1ccc(-c2ccc(S(=O)(=O)NCc3ccco3)cc2)cc1,9,0,-18,4,-0.6,-7,9,2,-0.3,9
Nc1c(-c2ccccc2)cnn1-c1cccc([N+](=O)[O-])c1,-59,-1,6,6,/,-7,35,8,5.6,-7
c1ccc2nc3c(nc2c1)OCC1CCCCN31 (stereo not given),-6,5,-10,3,1.2,7,24,5,-0.6,-161
COc1cc(C2/C(=C(\O)c3ccc4c(c3)OCCO4)C(=O)C(=O)N2c2nnc(C)s2)cc(OC)c1OC (stereo not given),-9,2,/,-6,1.4,15,17,-1,-0.4,17
Cc1ccccc1N1CCN(C2CCCN(C(=O)CCC3(C)CC3)C2)CC1 (stereo not given),4,5,-19,3,0.5,-3,-6,25,-0.6,4
Fc1ccc2c(c1)nnn2C1CCN(Cc2c(Cl)cccc2Cl)CC1,-3,4,-9,0,/,2,48,13,-0.4,10
Cc1ccccc1NC(=O)Cc1nc(COC(=O)/C=C/c2ccc(F)cc2)cs1,3,-18,/,/,1.7,/,/,0,-3.3,4
